# Assay outcomes (PubChem BioAssay)
# Y pestis TopoI – blocks Yersinia pestis topoisomerase I activity | Y. pestis Topo-I cleavage product accumulation, plate reader | activity, % at 10 µM | 360,000 tested, 0.064% active; in the data active = activity above about 50%, passing the limit was not always enough; also: inactives centre near 2
# PrPC TRFRET – reduces human prion protein on the cell surface | P04156 | cell surface PrPC, TR-FRET read-out | inhibition, % at 13.8 µM | 370,000 tested, 0.43% active | AID 720596; in the data active = inhibition above about 24%; also: 0% = median of the test wells and 100% = reference compound wells
# TcdB GH inh – blocks C. difficile toxin B glycohydrolase activity. P18177. TcdB glycohydrolase enzymatic assay, plate reader. inhibition, % at 9.99 µM. 350,000 tested, 0.24% active. AID 652162; in the data active = inhibition above about 10%
# BH1578 lux ind – inducers of Vibrio cholerae quorum light production without autoinducers; AID 588436; V. cholerae BH1578 lux reporter, luminescence, 6 h; activation, % at 18.7 µM; 350,000 tested, 0.16% active; in the data active = activation mostly above about 9.7%, no sharp cut-off; also: not every result past the cut was called active; inactives centre near 0; reference of the scale not given here
# MazEF act – increases E. coli MazEF RNase cleavage of RNA | FAM/BHQ RNA-DNA oligo cleavage fluorescence, 5 h | 350,000 tested, 0.32% active | activation, % at 20 µM; in the data active = activation above about 50%
# CCHF vOTU inh – CCHFV vOTU protease inhibition | Pep-AMC fluorescence | inhibition, % at 11.5 µM | 370,000 tested, 0.55% active | AID 651958; in the data active = inhibition above about 30%; also: 0% = vehicle wells with enzyme and 100% = no enzyme wells
# VHR inh abs – blocks human VHR1 dual specificity phosphatase. recombinant VHR phosphatase, pNPP absorbance. 290,000 tested, 0.52% active. P51452. inhibition, % at 13.3 µM; in the data active = inhibition above about 50%; also: some compounds called inactive have numbers as strong as hits
# Rv3671c inh – inhibits the M. tuberculosis serine protease Rv3671c; inhibition, % at 5.96 µM; P9WHR9; 320,000 tested, 0.048% active; AID 2606; in the data active = inhibition above about 38%;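 also: extracellular domain of Rv3671c used as enzyme; 0% = enzyme with DMSO and 100% = no enzyme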
# PriA SSB inh – blocks PriA binding to SSB C-terminal tail | AID 1272365 | 430,000 tested, 0.6% active | inhibition, % at 33 µM | AlphaScreen SSBct-PriA binding, biotinylated peptide; in the data active = inhibition mostly above about 37%, no sharp cut-off; inactive = mostly below about 20%;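 also: plate controls were negative control peptide for no effect and reference peptide for full effect; strong numbers were not always called active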
# 3CLpro inhibitor – SARS-CoV 3CLpro protease inhibition. P0C6X7. recombinant SARS-CoV 3CLpro, quenched FRET peptide cleavage. inhibition, % at 6 µM. 290,000 tested, 0.14% active. AID 1706; in the data active = inhibition above about 12%
# Active calls of the source: *; i = inactive; · = not tested or not shown; & = joins results of further samples. An excerpt; the hit share may differ from the screen's.
SMILES,Y pestis TopoI,PrPC TRFRET,TcdB GH inh,BH1578 lux ind,MazEF act,CCHF vOTU inh,VHR inh abs,Rv3671c inh,PriA SSB inh,3CLpro inhibitor
COC(=O)c1cccc(NC(=O)CCNC(=O)c2ccco2)c1,5,4,1.5,-0.2,-6,-3,33,-8,-5,-2
CC(=O)c1ccccc1NC(=O)COC(=O)c1ccccc1NC(=O)c1ccccc1,8,1,0.1,-0.2,16,-9,18,-2,-14,-1
COc1ccc(CCNC(=O)C(=O)NCC2OCCN2S(=O)(=O)c2ccc(OC)cc2)cc1 (stereo unspecified),19,10,0.7,-0.2,9,-5,25,-2,-4,0
C[C@@H]1CN([C@@H](C)CO)C(=O)CCCn2nncc2CO[C@@H]1CN(C)C(=O)Nc1ccc(-c2cccs2)cc1,35,6,2.5&2.6,-0.4,4,3,·,·,·,·
Cc1cccc2[nH]c(SCC(=O)N3CCOCC3)nc12,-4,0,-0.3,-0.6,4,-14,40,-3,-7,1
Cc1cccc(C)c1Cn1c(C)c(C(=O)NCCC#N)sc1=O,6,3,1.4,i,·,1,·,·,·,·
CCOC(=O)C1CCN(C(=O)c2ccc3c(SCC(=O)O)c4c(nc3c2)CCCC4)CC1,8,-9,-0.4,i,-8,-6,-16,-7,3,-1
S=c1[nH]nc(-c2ccc3ccccc3n2)n1-c1ccc2c(c1)OCCO2,1,4,1.6,-0.7,4,-3,2,0,2,6
COCCn1nnnc1C(C(C)C)N(Cc1ccccc1)Cc1cc2cc(OC)ccc2[nH]c1=O (stereo unspecified),-6,-1,·,i,3,14,12,·,-11,2
CCC(C(=O)OC)(C(=O)OC)c1ccc([N+](=O)[O-])cc1,6,-14,1.2,i,8,-5,3,7,-6,1
COc1ccc(CN2CCC[C@]3(N[C@H](c4ccccc4)[C@@H]4C(=O)N(Cc5ccccc5)C(=O)[C@@H]43)C2=O)cc1,25,-4,0.3,i,0,14,·,·,·,·
COc1ccc(OC)c(NC(=O)CSc2nc3c(c(=O)n(C)c(=O)n3C)n2C)c1,10,5,0.4,i,-2,7,14,-11,-6,1
O=C(NC1CCCc2c1cnn2-c1cc(F)cc(F)c1)c1ccccn1 (stereo unspecified),3,-1,1.5,2.5,0,17,14,1,-15,8
Cc1ccc(-c2n[nH]c(=S)n2-c2ccccc2)cc1,-2,-1,·,i,2,7,0,-2,-6,3
COc1ccc2c(C)cc(SCC(=O)Nc3ccc(Cl)cn3)nc2c1,-1,10,·,-0.3,-23,-4,0,-9,-6,-6
CCOC(=O)N1CCN(S(=O)(=O)c2ccc(C)cc2)CC1,-3,-4,-0.7,-0.7,2,-6,21,-3,1,-5
COC(=O)Nc1nc2c(C)cccc2s1,2,-4,1.5,-0.3,-13,10,11,-2,-5,-5
N#CCCN(C(=O)CSc1nc(-c2ccccc2)cn1N)c1ccc(F)cc1,5,-10,·,i,-5,13,10,0,-5,6
CC1CCCCC1NC(=O)CN1C(=O)COc2ccccc21 (stereo unspecified),-1,5,0.2,-1.2,-1,-8,-3,8,-2,3
CCNc1ccc(C(=O)NN=C2CCCC2)cc1[N+](=O)[O-],-3,-24,-4.0,-0.2,9,4,-10,3,1,-1
Cc1[nH]n(-c2ccccc2)c(=O)c1/C=N\NC(=O)C1COc2ccccc2O1 (stereo unspecified),-3,13,·,3.3,2,4,1,-2,·,2
COC(=O)c1ccc(CNC(=O)c2cc(S(=O)(=O)NCc3ccccc3)ccc2C)cc1,-2,7,1.9,i,-1,-3,·,·,·,·
CC(C)CC1NC(=O)c2ccccc2-n2c1nc1ccc(F)cc1c2=O (stereo unspecified),·,-2,0.7,·,·,2,·,1,·,·
Cc1cc(NC(=O)c2ccc(-c3ccccc3F)o2)no1,0,12,0.5,-1.1,3,0,1,-24,-5,1
CN(CC(=O)Nc1ccccc1Cl)C(=O)COC(=O)c1ccc(C(F)(F)F)cc1,8,1,1.3,i,-3,14,·,-3,-11,·
Cc1ccc(C)c(OCC(=O)Nc2ccc3c(c2)OCO3)c1C,21,19,·,-0.4,6,18,-14,-2,-1,0
COc1cccc(NC(=O)C2CCC(CNS(=O)(=O)c3cccc4cccnc34)CC2)c1 (stereo unspecified),-12,9,-0.2,-13,4,-9,10,-9,8,-3
Cn1c(-c2ccc(F)cc2)cnc1SCC(=O)Nc1ccccc1N1CCOCC1,14,4,·,-2.0,-2,6,10,2,36,0
COCCCn1c(=O)c2sccc2n(Cc2ccccc2C)c1=O,7,2,2.5,i,2,-11,5,1,-5,-5
O=C(NCCO)/C(=C\c1ccco1)NC(=O)c1ccco1,7,-8,0.7,-1.7,5,-5,35,·,6,-2
Cc1nn(-c2ccccc2)c2sc(C(=O)N3CCOCC3)cc12,-4,4,-2.9,-0.2,4,7,25,5,-6,-2
CCc1nnc(NC(=O)c2sc3nc4c(cc3c2N)CCCCC4)s1,-4,-2,0.9,-0.2,-8,-27,38,-7,-26,-1
CC[C@@H](C)[C@@H](C(=O)N1CCN(C(=O)OC(C)(C)C)CC1)n1cc(CCC(=O)O)nn1,-7,2,0.4,-0.5,7,-4,-12,1,-7,·
Cc1ccc(C(=O)N/C(=C\c2ccco2)C(=O)NCCCN2CCOCC2)cc1C,1,-12,1.2,i,7,6,7,4,-3,-1
OC(CN1CCOCC1)C12CC3CC(CC(C3)C1)C2 (stereo unspecified),7,13,3.2,i,3,0,7,-6,-6,1
COc1ccc(C(C(=O)NC2CCCC2)N(C(=O)c2ccoc2C)c2ccc(C)c(C)c2)cc1 (stereo unspecified),14,5,0.6,-8.3,1,-3,-8,2,-10,-1
O=C(CSc1nnc(Cc2ccccc2)o1)Nc1ccc2c(c1)OCO2,2,11,·,-0.6,-1,26,10,-5,-21,-6
COc1ccc(N2CCN(C(=O)c3cccc(S(=O)(=O)N4CCCc5ccccc54)c3)CC2)cc1,19,-6,0.8,i,0,-8,·,-9,14,·
O=S(=O)(c1cnc(Cl)c(Br)c1)N1CCN(c2ncccn2)CC1,6,-4,0.5,-0.4,-38,-13,0,-3,-13,9
O=C(NC(=S)NCc1ccc(Cl)cc1)c1ccco1,0,16,-1.2,i,8,-18,·,-2,-8,·
COc1cccc(CN(C)CC2CCCN(CCc3ccccc3C)C2)c1 (stereo unspecified),21,2,2.0,-0.6,-26,-3,-23,-3,0,3
O=C(NCc1ccccc1)C(c1ccco1)N(C(=O)c1ccccn1)c1ccc(F)cc1 (stereo unspecified),0,-5,-1.4,-0.1,9,-6,19,15,-7,8
COc1ccc(-n2nc(C)c3sc(C)nc3c2=O)cc1,6,0,1.4,i,2,6,27,6,1,0
O=C(c1ccc2c3n(nc2c1)-c1ccccc1CO3)N1CCOCC1,4,·,·,i,4,·,15,-3,9,·
O=[N+]([O-])c1ccccc1CN1CCN(Cc2ccc3ccccc3c2)CC1,7,-13,0.4,-0.7,-2,-7,-7,1,28,0
Cc1cc(N2CCNCC2)nc2ccccc12,1,5,1.0,-0.9,-1,-16,5,2,-5,-1
O=C(c1ccc(Cn2c(=O)[nH]c3ccccc3c2=O)cc1)N1CCN(c2ccc(F)cc2)CC1,39,-2,·,i,4,-9,20,3,16,1
CCOC(=O)C1CCCN(C(=O)c2ccc3c(c2)C(C)(C)CCC3(C)C)CC1 (stereo unspecified),30,7,-0.3,-0.2,·,18,·,·,·,·
COc1cccc(NC(=O)COC(=O)c2nc(Cl)ccc2Cl)c1,-10,-1,-0.2,i,3,0,-15,1,-1,-2
COc1cc(/C=C/C(=O)OCC(=O)N2CCc3ccccc32)cc(OC)c1OC,2,-8,3.0,i,-4,-10,·,·,·,·
Cc1cc(C(=O)N2CCCC(C)(C(=O)NS(=O)(=O)C3CC3)C2)nn1C(C)(C)C (stereo unspecified),6,2,1.3,-0.5,·,3,·,·,·,·
Cc1nc(SCc2ccccc2)c2oc3ccccc3c2n1,23,-7,-0.2,-0.5,4,-11,1,-6,-22,2
CCO[C@@H]1OC(C(=O)N2CCN(Cc3ccccc3)CC2)=C[C@H](c2csc3ccccc23)[C@H]1CCCO,-6,0,-1.2&-7.4,i,10,0,44,-1,14,4
S=C(NCC1CCCO1)Nc1ccc(Cl)c(Cl)c1 (stereo unspecified),-2,0,0.6,0.8,4,-15,19,-5,-5,0
CCOc1ccc(OCCCC(=O)N2CCN(S(=O)(=O)c3ccccc3C#N)CC2)cc1,23,-4,1.9,0.4,-4,10,·,-5,-5,·
CC(=O)OCC(=O)Nc1ccccc1C,-1,8,-6.1,-0.9,0,4,4,-2,7,-3
c1ccc2c(c1)cnc1ccccc12,-11&5,6&-6,1.8&0.1,-0.3&0.3,-1&4,3&2,19,0&-2,-5,2
Cc1ccc(Cl)cc1NC(=S)NN,0,-1,0.8,i,-1,-2,12,5,7,2
Cc1ccsc1CNS(=O)(=O)c1ccc(F)cc1,7,2,3.4,-0.3,-11,4,-4,-1,-17,7
CCOC(=O)c1sc(NC(=O)CCN2CCCCCC2)c(C(=O)OCC)c1C,16,-1,1.0,-0.5,3,19,11,-6,6&11&-1,-2

# Exported with bars between the fields: part of the list above
molecule | Y pestis TopoI | PrPC TRFRET | TcdB GH inh | BH1578 lux ind | MazEF act | CCHF vOTU inh | VHR inh abs | Rv3671c inh | PriA SSB inh | 3CLpro inhibitor
N#CCCN(C(=O)CSc1nc(-c2ccccc2)cn1N)c1ccc(F)cc1 | 5 | -10 | · | i | -5 | 13 | 10 | 0 | -5 | 6
CC1CCCCC1NC(=O)CN1C(=O)COc2ccccc21 (stereo unspecified) | -1 | 5 | 0.2 | -1.2 | -1 | -8 | -3 | 8 | -2 | 3
CCNc1ccc(C(=O)NN=C2CCCC2)cc1[N+](=O)[O-] | -3 | -24 | -4.0 | -0.2 | 9 | 4 | -10 | 3 | 1 | -1

# Further results:
SMILES,Y pestis TopoI,PrPC TRFRET,TcdB GH inh,BH1578 lux ind,MazEF act,CCHF vOTU inh,VHR inh abs,Rv3671c inh,PriA SSB inh,3CLpro inhibitor
O=C(NCc1ccc(F)cc1)C(c1ccco1)N(C(=O)c1csnn1)c1ccccc1 (stereo unspecified),0,3,0.4,-0.2,3,-1,22,9,2,3
COC(=O)c1c(-c2ccc(N(C)C)cc2)sc2ccc(OC)cc12,10,-8,-1.0,5.0,6,-6,·,4,-42,·
O=C1CCCCCN1Cc1nnc(SCc2nc3ccccc3s2)n1-c1ccccn1,10,5,·,-17,0,-6,29,-2,-7,4
CN(c1ccc(F)cc1)S(=O)(=O)c1ccc(Cl)c(C(=O)Nc2ccncc2)c1,0,-1,-3.4,-2.9,0,5,·,-7,-12,·
CCC(COC(=O)Nc1cccc(C)c1C)NC(=O)OCC(C)C (stereo unspecified),22,-1,·,-3.7,2,1,0,6,2,8
O=C(Nc1nccs1)NC1CCCCC1,-5,-8,·,·,6,-5,6,5,-2&-9,-1
COc1ccc2c(c1)c(CC(=O)Nc1ccc(C)cc1)c(C)n2C(=O)c1ccc(Cl)cc1,5,2,·,i,-6,-7,-2,-17,-2,2
CCc1ccc2c(c1)NC(=O)C2(C)Cc1ccc(OC(F)(F)F)cc1 (stereo unspecified),45,6,0.0,i,·,31*,·,·,·,·
Cc1c(Cl)c([N+](=O)[O-])nn1Cc1ccc(C(=O)Nc2ccc(Cl)cn2)o1,-4,-8,·,i,-6,1,3,-8,10,-4
CCN(Cc1ccccc1)Cc1cccc([N+](=O)[O-])c1,2,4,·,-0.9,1,-9,-26,1,-21,4
O=C(NCc1ccc(F)cc1)C(c1ccccc1)N(CC1CCCO1)C(=O)Cn1nnc2ccccc21 (stereo unspecified),13,1,·,-0.7,1,2,-9,7,-6,6
C[C@@H](Oc1ccccc1)c1nnn(Cc2ccccc2)c1-c1c([C@@H](C)Oc2ccccc2)nnn1Cc1ccccc1,·,6,-4.9,·,1,21,15,1,-2,·
Cc1ccc(C(=O)NNC(=O)CCOc2cccc(C)c2)cc1,-3,8,-8.4,-0.6,5,-9,·,2,-2,·

# Looked up above.
# 3CLpro inhibitor, O=C(NCc1ccc(F)cc1)C(c1ccco1)N(C(=O)c1csnn1)c1ccccc1 (stereo unspecified) reads 3
# PrPC TRFRET, COC(=O)c1c(-c2ccc(N(C)C)cc2)sc2ccc(OC)cc12 reads -8
# VHR inh abs, O=C1CCCCCN1Cc1nnc(SCc2nc3ccccc3s2)n1-c1ccccn1 reads 29
# CCHF vOTU inh, O=C(Nc1nccs1)NC1CCCCC1 reads -5
